SENP8 inh: inhibitors of human SENP8 protease. Q96LD8. AID 602440. 0.64% of 360,000 active. recombinant SENP8, Nedd8 substrate fluorescence. inhibition, % at 20 µM; in the data active = inhibition mostly above about 40%, no sharp cut-off; inactive = mostly below about 27%
GRIN3A LBD mod: NR3A (human) ligand-binding domain modulation; NR3A LBD differential scanning fluorimetry, Tm shift; 0% = protein alone, 100% = glycine-bound protein; Tm shift relative to glycine control, % at 25 µM; 2.5% of 340,000 active; AID 1259313;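 active = melting temperature shift of at least 10% of the positive control shift, at one fixed dose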
SENP1 inh: SENP1 (human) catalytic domain inhibition | inhibition, % at 10 µM | AID 624204 | 0.21% of 360,000 active | Q9P0U3 | recombinant SENP1 catalytic domain, CyPet-SUMO1-YPet FRET cleavage;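 active = inhibition at least 30% at 10 µM, raw YFP signal under a set limit, fluorescence ratio 0.5 to 1.5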;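 note: 0% = enzyme with DMSO and 100% = no enzyme wells; some results filed as inactive read as strong as hits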
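Controls: no-enzyme wells low, DMSO-plus-enzyme wells high control. Test system: human recombinant His6-tagged SENP1 catalytic domain enzyme. Reagent: SFCypet-SUMO1-SFYpet FRET protein substrate, 25 nM final. Doses: one dose per compound, 10 µM, 0.5% DMSO. Detection: FRET, CFP and YFP emission. Timing: 50 min reaction at room temperature.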
ATG4B inhibitor: inhibitors of human ATG4B cysteine protease | Q9Y4P1 | inhibition, % at 8.33 µM | ATG4B cleavage of LC3-PLA2, NBD-HPC fluorescence, 1 h | 0.51% of 340,000 active; in the data active = inhibition above about 40%
MPTP inh: permeability transition pore inhibition | isolated mouse mitochondria, Ca2+ swelling absorbance, 30 min | inhibition, % at 10 µM | 1.4% of 360,000 active;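 active = inhibition of 50% or more, scaled per plate between neutral and stimulator controls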;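 note: 0% = DMSO wells given calcium and 100% = 1 mM EGTA wells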
hIAP act: human IAP activation; P09923; purified human IAP, CDP-Star luminescence, 30 min; hits give high values; 1 = vehicle-only enzyme, 0 = enzyme-free background; activation factor at 10 µM; 0.16% of 330,000 active;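 active = activation factor of the enzyme at least 2-fold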; note: the source names both 10 and 20 µM as test concentration; values of inactives mirror those of a sister screen read the other way
Target sequence (P09923 whole entry, looked up): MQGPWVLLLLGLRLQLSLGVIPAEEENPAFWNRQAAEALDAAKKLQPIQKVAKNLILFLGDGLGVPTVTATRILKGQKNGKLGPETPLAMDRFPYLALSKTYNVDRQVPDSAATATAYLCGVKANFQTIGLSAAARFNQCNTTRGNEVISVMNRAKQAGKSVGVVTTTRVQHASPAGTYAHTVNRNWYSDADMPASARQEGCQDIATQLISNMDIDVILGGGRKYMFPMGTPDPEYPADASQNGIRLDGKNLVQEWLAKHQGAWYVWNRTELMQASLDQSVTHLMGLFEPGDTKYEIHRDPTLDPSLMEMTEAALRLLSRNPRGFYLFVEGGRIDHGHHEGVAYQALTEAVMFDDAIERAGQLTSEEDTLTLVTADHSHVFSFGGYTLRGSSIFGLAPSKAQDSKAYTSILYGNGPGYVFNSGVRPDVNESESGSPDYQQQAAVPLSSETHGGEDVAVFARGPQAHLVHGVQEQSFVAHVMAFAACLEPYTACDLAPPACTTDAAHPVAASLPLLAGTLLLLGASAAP
SENP6 inh: SENP6 protease inhibition; 1.8% of 330,000 active; Recombinant SENP6 catalytic domain, aminoluciferin luminescence; AID 2599; inhibition, % at 10 µM; Q9GZR1;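 active = inhibition above about 50% at the single tested dose, limit read from the data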;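 note: plate controls were DMSO wells with enzyme for no effect and DMSO wells lacking enzyme for full effect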
Target sequence (Q9GZR1 628-1112 limits assumed): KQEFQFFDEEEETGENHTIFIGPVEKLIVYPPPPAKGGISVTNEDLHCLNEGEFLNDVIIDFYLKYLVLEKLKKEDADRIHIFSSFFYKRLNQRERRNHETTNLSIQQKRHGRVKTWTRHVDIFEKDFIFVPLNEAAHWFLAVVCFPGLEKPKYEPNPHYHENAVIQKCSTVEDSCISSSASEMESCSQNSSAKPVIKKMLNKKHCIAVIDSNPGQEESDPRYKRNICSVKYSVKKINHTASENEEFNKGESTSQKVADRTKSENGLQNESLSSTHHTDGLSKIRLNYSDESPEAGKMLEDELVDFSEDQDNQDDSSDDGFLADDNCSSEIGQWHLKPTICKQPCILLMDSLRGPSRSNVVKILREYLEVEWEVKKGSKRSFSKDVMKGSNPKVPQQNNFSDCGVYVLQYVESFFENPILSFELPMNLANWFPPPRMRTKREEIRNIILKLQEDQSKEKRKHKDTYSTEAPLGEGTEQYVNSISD
PfGluPho inh: PfG6PD (Plasmodium falciparum) enzyme inhibition | PfGluPho enzyme, NADPH resazurin-diaphorase fluorescence | inhibition, % at 20 µM | 0.78% of 350,000 active;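 active = inhibition reaching at least a set limit at 20 µM in the primary screen, cut at about 59% in these data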;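 note: 0% = DMSO wells with substrate and 100% = DMSO wells lacking glucose-6-phosphate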
* = called active by the depositor; / = not tested or not shown.

cpd | smiles | MPTP inh | SENP6 inh | hIAP act | PfGluPho inh
1 | Cc1ccc(C)c(NC(=S)N(CCc2ccncc2)C(C)C)c1 | 1.7 | -17 | 1 | 7
2 | Cc1ccccc1NC(=O)c1ccc2nccnc2c1 | -1.2 | -10 | 1.2 | 4
3 | Cc1cccc(-c2nc(NCCCN(C)C)c3ccccc3n2)c1 | -0.6 | -3 | 1.5 | -15
4 | Cc1ccc(-c2csc3ncn(CC(=O)N4CCOCC4)c(=O)c23)cc1C | -0.8 | -7 | 0.93 | 1
5 | O=C(Nc1ccc(-c2csc(-c3ccccc3)n2)cc1)c1ccccc1 | 2.4 | -29 | 0.92 | -2
6 | CS(=O)(=O)N(CC(=O)Nc1ccc2c(c1)OCO2)Cc1ccc(Cl)cc1 | -0.6 | 10 | 0.97 | -14
7 | O=C(CSc1nc2ccccc2c(=O)n1-c1ccccc1F)Nc1ccc2c(c1)CCC2 | 5.0 | -4 | 0.96 | 6
8 | O=C(Cc1c(F)cccc1Cl)NNC(=O)c1ccc(Br)s1 | -0.4 | -9 | 0.96 | -10
9 | NS(=O)(=O)c1cccnc1Nc1cccc(Cl)c1Cl | 3.1 | 4 | 0.98 | 62*
10 | CN(C)/C=C1\C(=O)N(C)N=C1C(F)(F)F | -0.7 | 8 | 0.83 | -11

cpd | SENP8 inh | SENP1 inh | GRIN3A LBD mod | ATG4B inhibitor
1 | -440 | 2 | 0 | 18
2 | 2 | -4 | -2 | -9
3 | 15 | -3 | -2 | 4
4 | 19 | -1 | 2 | -10
5 | -38 | 0 | 13* | -9
6 | 21 | -4 | -7 | 1
7 | -393 | 2 | 1 | 27
8 | 5 | 0 | 1 | 7
9 | -86 | 1 | -6 | -2
10 | 11 | 0 | 0 | -1

Next part
cpd | smiles | MPTP inh | SENP6 inh | hIAP act | PfGluPho inh
11 | Cc1cccc(C)c1NC(=O)COC(=O)c1ccccc1O | -0.9 | -11 | 1.1 | 0
12 | CCCn1c(SCC(=O)NC2CCCC2)nnc1-c1cccnc1 | -2.1 | -10 | 1.1 | 9
13 | C[C@H](CO)N1C[C@H](C)[C@@H](CN(C)C(=O)Nc2ccc(F)cc2)Oc2cc(Br)ccc2S1(=O)=O | 0.2 | / | / | -3
14 | COc1cccc(CN(C)CC(=O)Nc2cc3oc4ccccc4c3cc2OC)c1 | 3.4 | -25 | 0.95 | 5
15 | Cc1ccc(NC(=O)COC(=O)c2ccc(S(=O)(=O)N3CCCC3)cc2)cc1 | 0.7 | 8 | 1.1 | -16
16 | Cc1noc(C)c1C(=O)OCC(=O)NCCc1ccc(Cl)cc1 | -0.4 | -8 | 1 | 7
17 | N#CC1=C(N)Oc2cc(N)ccc2C1c1ccc(F)cc1F (configuration not stated) | 1.4 | 9 | 1 | 17
18 | Cc1cccc(CC(=O)Nc2ccon2)c1 | 0.0 | -19 | 0.7 | -8
19 | O=S(=O)(Nc1ccc(O)c(Sc2nc3ccccc3s2)c1)c1ccc(Cl)cc1 | 30 | -3 | 0.97 | -13
20 | CC12CCC(=O)N1C(C(=O)Nc1cccc3ccccc13)CS2 (configuration not stated) | -1.1 | -7 | 1 | 8

cpd | SENP8 inh | SENP1 inh | GRIN3A LBD mod | ATG4B inhibitor
11 | -8 | -1 | -3 | -1
12 | 7 | 1 | -1 | 5
13 | -13 | 2 | / | /
14 | -3 | -6 | -7 | 4
15 | 2 | 1 | 2 | 0
16 | 11 | 0 | 1 | -13
17 | -390 | -37 | -3 | -1
18 | 3 | 1 | 0 | 8
19 | 20 | 1 | 16* | -6
20 | 8 | 3 | -1 | 1

Continuation.
cpd | smiles | MPTP inh | SENP6 inh | hIAP act | PfGluPho inh
21 | O=C1OCCC1Sc1nc2cc(Cl)ccc2n1Cc1ccccc1 (configuration not stated) | 0.6 | 12 | 1.1 | 24
22 | COc1cccc2cc(C(=O)C3=C(O)C(=O)N(CCN(C)C)C3c3ccc(Cl)cc3)oc12 (configuration not stated) | 1.9 | 5 | 0.9 | -13
23 | Cc1cccc(C)c1NC(=S)NCc1ccncc1 | 1.9 | 0 | 0.92 | -1
24 | O=C(NC1CCCCC1)C(c1ccccc1)N1CCOCC1 (configuration not stated) | -2.6 | -24 | 1.1 | 9
25 | C/C(=N\NC(=O)c1ccc2c(c1)OCO2)c1ccc(NS(C)(=O)=O)cc1 | 0.1 | -11 | 1.7 | 3
26 | COc1cccc(-c2cc(C(F)(F)F)n3ncc(C(=O)O)c3n2)c1 | -0.7 | -8 | 1 | -4
27 | O=C1NN(c2ccc(F)c(Cl)c2)C(=O)/C1=C\c1cccc(OC(=O)c2cccs2)c1 | -0.9 | 17 | 1.1 | 0
28 | COC(=O)C1(C)NC(c2cccc(C)c2)C2C(=O)N(c3ccc(F)cc3)C(=O)C21 (configuration not stated) | 1.2 | -4 | 1.1 | -16
29 | CS(=O)(=O)c1ccc(Cl)c(C(=O)O)c1 | -0.1 | -23 | 1.2 | -16
30 | COc1ccc(-c2nn(-c3ccccc3)cc2/C=C(\C#N)S(=O)(=O)c2ccccc2)cc1OC | 1.0 | -1 | 0.88 | -4

cpd | SENP8 inh | SENP1 inh | GRIN3A LBD mod | ATG4B inhibitor
21 | 3 | 6 | -3 | -9
22 | -25 | -2 | 0 | -6
23 | -4 | 2 | 0 | -4
24 | 28 | 2 | 1 | -3
25 | -5 | 0 | 1 | -9
26 | -22 | 2 | 0 | -9
27 | 14 | 1 | 24* | 60*
28 | 32 | 0 | 1 | 0
29 | -44 | 2 | -1 | 2
30 | -290 | 18 | -1 | -1

From entry 20 as far as 27, copied from above:
cpd | smiles | MPTP inh | SENP6 inh | hIAP act | PfGluPho inh
20 | CC12CCC(=O)N1C(C(=O)Nc1cccc3ccccc13)CS2 (configuration not stated) | -1.1 | -7 | 1 | 8
21 | O=C1OCCC1Sc1nc2cc(Cl)ccc2n1Cc1ccccc1 (configuration not stated) | 0.6 | 12 | 1.1 | 24
22 | COc1cccc2cc(C(=O)C3=C(O)C(=O)N(CCN(C)C)C3c3ccc(Cl)cc3)oc12 (configuration not stated) | 1.9 | 5 | 0.9 | -13
23 | Cc1cccc(C)c1NC(=S)NCc1ccncc1 | 1.9 | 0 | 0.92 | -1
24 | O=C(NC1CCCCC1)C(c1ccccc1)N1CCOCC1 (configuration not stated) | -2.6 | -24 | 1.1 | 9
25 | C/C(=N\NC(=O)c1ccc2c(c1)OCO2)c1ccc(NS(C)(=O)=O)cc1 | 0.1 | -11 | 1.7 | 3
26 | COc1cccc(-c2cc(C(F)(F)F)n3ncc(C(=O)O)c3n2)c1 | -0.7 | -8 | 1 | -4
27 | O=C1NN(c2ccc(F)c(Cl)c2)C(=O)/C1=C\c1cccc(OC(=O)c2cccs2)c1 | -0.9 | 17 | 1.1 | 0

cpd | SENP8 inh | SENP1 inh | GRIN3A LBD mod | ATG4B inhibitor
20 | 8 | 3 | -1 | 1
21 | 3 | 6 | -3 | -9
22 | -25 | -2 | 0 | -6
23 | -4 | 2 | 0 | -4
24 | 28 | 2 | 1 | -3
25 | -5 | 0 | 1 | -9
26 | -22 | 2 | 0 | -9
27 | 14 | 1 | 24* | 60*

New compounds follow:
cpd | smiles | MPTP inh | SENP6 inh | hIAP act | PfGluPho inh
31 | COc1ccc(N(CC(=O)Nc2ccc(S(=O)(=O)N3CCCC3)cc2)S(C)(=O)=O)cc1OC | 2.2 | -10 | 1.2 | -1
32 | CC(C(=O)NCc1ccco1)c1ccc([N+](=O)[O-])cc1 (configuration not stated) | 0.4 | -8 | 1.1 | -14
33 | CCCc1[nH]n(-c2ccc([N+](=O)[O-])cc2)c(=O)c1C=NCCc1c[nH]c2ccccc12 | 13 | 14 | 1 | 22
34 | COc1ccc(C(O)c2cnc(C)n2Cc2ccccc2)cc1 (configuration not stated) | -1.7 | / | / | -14
35 | CNC(=S)N(CCc1c(C)[nH]c2ccc(OC)cc12)Cc1cc(OC)c(OC)c(OC)c1 | -0.6 | 9 | 0.88 | 12
36 | CC1=C(C(=O)OCc2ccccc2)C(c2cccc(F)c2)NC(=O)N1 (configuration not stated) | -0.9 | -5 | 0.83 | -2
37 | CCOc1cccc2sc(N(CCCN(C)C)C(=O)Cc3ccccc3)nc12 | -0.9 | -21 | 0.94 | -9
38 | N#CC1=C(N)Oc2[nH]c(=S)[nH]c(=O)c2C12C(=O)Nc1ccccc12 (configuration not stated) | -1.5 | -12 | 1.2 | 22
39 | c1ccc(CNc2nc(N3CCOCC3)nc(N3CCOCC3)n2)cc1 | 0.7 | -9 | 0.99 | 8
40 | CCN(CC)c1ccc(NC(=O)/C=C\c2ccccc2Cl)cc1 | 4.8 | -22 | 1.2 | 18

cpd | SENP8 inh | SENP1 inh | GRIN3A LBD mod | ATG4B inhibitor
31 | 18 | -1 | -1 | -14
32 | 10 | 2 | 0 | 6
33 | 35 | 4 | 22* | 2
34 | 14 | 2 | / | /
35 | -10 | 0 | -8 | -6
36 | 6 | 2 | -1 | -5
37 | 28 | 0 | 0 | -4
38 | -38 | -32 | 0 | 8
39 | 18 | 1 | -5 | -4
40 | 24 | 7 | 26* | 6

Carrying on.
cpd | smiles | MPTP inh | SENP6 inh | hIAP act | PfGluPho inh
41 | COCCOC(=O)c1c(NC(=O)CNC2CCCc3ccccc32)sc(C(N)=O)c1C (configuration not stated) | 3.3 | -12 | 1.1 | -12
42 | N#Cc1c(-c2c(Cl)cccc2Cl)noc1/C=C/Nc1ccc(C(=O)O)cc1 | 2.1 | -5 | 0.85 | -33
43 | CC(C)(C)c1n[nH]c(=S)n(N)c1=O | -0.2 | 7 | 1 | -3
44 | O=C(CCNC(=O)C1CCN(S(=O)(=O)c2ccc(F)cc2)CC1)NCc1ccccn1 | 0.0 | / | / | -3
45 | COc1ccc(-c2cc3nc(C4CCN(C(=O)OC(C)(C)C)CC4)c(C(=O)O)cn3n2)cc1 | -1.1 | 1 | 0.99 | -33
46 | CCCCn1nnc(NC(=S)NC(=O)c2ccc(-c3cccc(Cl)c3Cl)o2)n1 | 5.7 | 4 | 1.2 | -15
47 | O=C(Nc1cc(Cl)ccc1Cl)P(=O)(O)c1ccccc1 | -0.7 | / | / | 15
48 | CN1CCN(c2ccc(NC(=O)C(C)(c3ccccc3)c3ccccc3)cc2)CC1 | -1.0 | -47 | 0.96 | 8
49 | CCCS(=O)(=O)N1CCC(C(=O)NC2CCCC(C)C2C)CC1 (configuration not stated) | 3.7 | -14 | 1.1 | 2
50 | CC(=O)N1CCN(S(=O)(=O)c2ccc(S(=O)(=O)N3CCCC(C)C3)cc2)CC1 (configuration not stated) | -1.6 | -10 | 0.75 | -11

cpd | SENP8 inh | SENP1 inh | GRIN3A LBD mod | ATG4B inhibitor
41 | 7 | -1 | -1 | -4
42 | -293 | -55 | -12 | 23
43 | 11 | -29 | -2 | -10
44 | 14 | 2 | / | /
45 | -343 | 1 | 2 | -15
46 | 1 | -3 | -1 | -6
47 | 12 | 3 | 2 | -1
48 | 11 | -2 | -1 | -1
49 | 29 | 2 | 0 | 3
50 | 4 | 0 | -2 | 9

(cont.)
cpd | smiles | MPTP inh | SENP6 inh | hIAP act | PfGluPho inh
51 | CC(=O)Nc1ccc(NC(=O)c2cccc(S(=O)(=O)N3CCCCCC3)c2)cc1 | -0.4 | -11 | 0.97 | 11
52 | Cc1ccc(CNC(=O)c2ccc(NC(=O)CCS(=O)(=O)c3cccs3)cc2)cc1 | -0.8 | -7 | 0.93 | -3
53 | COc1ccc(C)cc1NS(=O)(=O)c1ccc(Br)s1 | 1.9 | -12 | 1.1 | 28
54 | CN(C)c1ccc(/C=N/NC(=S)NCc2ccccc2)cc1 | 3.3 | -13 | 0.85 | 21
55 | Brc1cc2c(cc1/C=N/Nc1nc(N3CCOCC3)nc(N3CCOCC3)n1)OCO2 | -1.7 | -23 | 0.9 | 21
56 | Fc1cc(F)c(F)c(SCn2cc(Br)cn2)c1F | -0.8 | -15 | 1 | 15

cpd | SENP8 inh | SENP1 inh | GRIN3A LBD mod | ATG4B inhibitor
51 | -5 | -2 | -19 | -15
52 | -8 | 2 | -2 | 4
53 | -2 | 0 | -1 | -6
54 | -300 | -12 | -14 | 8
55 | 9 | 0 | -3 | -13
56 | 4 | 2 | 1 | 10
